Assay outcomes (PubChem)
HP1b binding inh: HP1-beta chromodomain-methylated histone interaction inhibition. P83916. AlphaScreen HP1-beta / biotin-H3K9me3 peptide binding. Potency, µM (series often up to 114 µM), without a hit: at the top dose activity change, negative = inhibition, hits mostly inhibitors. hit rate 0.56% among 390,000; further: nearly all actives have a fitted effect of over 70% in size; inactives centre near 23
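HP1-beta protein (50 nM final) preincubated 30 min at room temperature with biotinylated H3(1-18)K9me3 peptide (50 nM) in PBS pH 7.4, 0.01% Tween-20, then compound added for 30 min. AlphaScreen streptavidin donor/nickel chelate acceptor beads (10 ug/mL final), 30 min dark, luminescence read.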
G9a inh: G9a (human) methyltransferase inhibition; hit rate 8.8% among 350,000; Potency, µM (highest dose often 102 µM), for inactives: at the top dose activity, negative = inhibition, hits mostly inhibitors; Q96KQ7; G9a H3K9 monomethylation, AlphaScreen, 2 h; further: on the % scale 0 is the no-effect control and ±100 the full control effect; nearly all actives have a fitted effect of over 75% in size
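Using a bead-based AlphaScreen, monomethylated H3K9 product from 2 h room-temperature reactions (G9a 20 nM, peptide 500 nM, SAM 20 uM) was detected with 0.5 ug/mL rabbit anti-H3K9me1 antibody.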
JMJD2A Tudor: inhibitors of human JMJD2A Tudor domain; AlphaScreen JMJD2A-Tudor / H3K4me3 peptide binding; Potency, µM (highest dose often 114 µM), for inactives: at the highest dose activity change, negative = inhibition, usual class: inhibitors; AID 504339; hit rate 4.4% among 390,000; O75164; further: on the % scale 0 is the no-effect control and ±100 the full control effect; nearly all actives have a fitted effect of over 50% in size
GLS inh: blocks human kidney-isoform glutaminase activity. GLS enzymatic activity, qHTS titration. Potency, µM (top dose mostly 45.5 µM), without a hit: top-dose activity change, negative = inhibition, actives largely listed as inhibitors. hit rate 0.21% among 410,000; further: on the % scale 0 is the no-effect control and ±100 the full control effect
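Human kidney-isoform GLS in 45 mM KH2PO4 pH 8.2, 0.02% Tween-20, with compound, started with 1mM L-Glutamine (added stock). Glutamate oxidase/HRP/Amplex red coupled fluorescence read at start and after 30 min at RT.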
BLM inh: blocks DNA unwinding by human BLM helicase. recombinant BLM DNA unwinding, fluorescence dequenching. P54132. Potency, µM (doses to about 56.1 µM), for inactives: top-dose activity change, negative = inhibition, actives largely listed as inhibitors. hit rate 0.2% among 350,000. AID 2528;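 further: plate controls were vehicle for no effect and no enzyme for full effect; nearly all actives have a fitted effect of over 35% in size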
Target sequence (P54132 whole entry, looked up): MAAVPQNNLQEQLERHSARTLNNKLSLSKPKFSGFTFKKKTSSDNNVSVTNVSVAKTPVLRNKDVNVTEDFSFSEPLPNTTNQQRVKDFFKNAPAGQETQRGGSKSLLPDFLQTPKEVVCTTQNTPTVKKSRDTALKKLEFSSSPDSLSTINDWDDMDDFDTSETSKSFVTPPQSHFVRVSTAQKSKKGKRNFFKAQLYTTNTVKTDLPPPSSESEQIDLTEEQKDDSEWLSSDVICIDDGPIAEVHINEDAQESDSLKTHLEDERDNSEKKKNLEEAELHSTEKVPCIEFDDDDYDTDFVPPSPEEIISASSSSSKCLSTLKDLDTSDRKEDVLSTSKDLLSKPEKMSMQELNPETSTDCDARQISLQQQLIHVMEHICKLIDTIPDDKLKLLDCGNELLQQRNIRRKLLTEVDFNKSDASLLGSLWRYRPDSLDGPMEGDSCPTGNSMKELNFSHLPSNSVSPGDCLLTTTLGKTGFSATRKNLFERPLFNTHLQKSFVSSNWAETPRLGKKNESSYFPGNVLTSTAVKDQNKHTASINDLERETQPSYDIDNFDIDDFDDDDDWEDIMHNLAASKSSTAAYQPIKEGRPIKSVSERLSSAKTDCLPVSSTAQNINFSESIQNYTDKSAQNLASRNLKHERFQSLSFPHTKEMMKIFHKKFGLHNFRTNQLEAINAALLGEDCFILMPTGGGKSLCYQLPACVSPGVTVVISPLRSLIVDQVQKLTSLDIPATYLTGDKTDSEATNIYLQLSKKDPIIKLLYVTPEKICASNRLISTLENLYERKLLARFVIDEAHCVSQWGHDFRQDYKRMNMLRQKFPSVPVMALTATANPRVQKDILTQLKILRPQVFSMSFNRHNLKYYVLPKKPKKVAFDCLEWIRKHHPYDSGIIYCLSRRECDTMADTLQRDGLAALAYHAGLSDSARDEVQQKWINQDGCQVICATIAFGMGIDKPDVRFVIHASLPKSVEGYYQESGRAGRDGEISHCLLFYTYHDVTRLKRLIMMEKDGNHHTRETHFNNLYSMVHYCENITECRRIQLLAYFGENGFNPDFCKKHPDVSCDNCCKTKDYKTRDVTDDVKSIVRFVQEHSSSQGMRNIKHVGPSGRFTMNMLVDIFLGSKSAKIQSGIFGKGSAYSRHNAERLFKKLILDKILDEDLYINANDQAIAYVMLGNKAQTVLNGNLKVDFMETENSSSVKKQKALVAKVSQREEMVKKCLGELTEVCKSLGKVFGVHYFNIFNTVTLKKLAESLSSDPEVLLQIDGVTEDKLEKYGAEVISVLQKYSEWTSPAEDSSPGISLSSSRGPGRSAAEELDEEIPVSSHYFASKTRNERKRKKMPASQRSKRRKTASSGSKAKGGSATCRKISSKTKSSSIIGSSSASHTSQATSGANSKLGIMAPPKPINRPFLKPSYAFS
Tb PGK inh: inhibitors of T. brucei phosphoglycerate kinase | AID 602233 | hit rate 0.043% among 380,000 | Potency, µM (top dose mostly 57.5 µM), without a hit: top-dose activity change, negative = inhibition, most hits filed as inhibitors | P07378 | PGK/GAPDH coupled, Kinase-Glo luminescence, 60 min; further: on the % scale 0 is the no-effect control and ±100 the full control effect; nearly all actives have a fitted effect of over 60% in size
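Recombinant glycosomal PGK reaction used 1,3-bisphosphoglycerate generated in-well by GAPDH (100nM final) in 100mM TEA pH 7.6, 5mM MgCl2, 0.01% Tween-20. After 60 minutes at room temperature, ATP was read by Kinase-Glo Plus luminescence end-point.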
BAZ2B inh: blocks human BAZ2B; Q9UIF8; AlphaScreen BAZ2B-H3K14Ac peptide displacement; Potency, µM (highest dose often 114 µM), for the others: top-dose activity change, negative = inhibition, most hits filed as inhibitors; hit rate 4.4% among 360,000; further: on the % scale 0 is the no-effect control and ±100 the full control effect; nearly all actives have a fitted effect of over 60% in size
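Inhibition is scored as reduced AlphaScreen emission. The BAZ2B/b-H3(5-23)K14Ac complex (50 nM each) in PBS pH 7.4, 0.01% Tween-20 meets compound (up to 110 uM) for 30 min at RT before bead addition.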
Pol iota inh: DNA polymerase iota (human) inhibition; Q9UNA4; Potency, µM (top dose mostly 115 µM), for the others: at the top dose activity, negative = inhibition, actives largely listed as inhibitors; AID 588590; hit rate 1% among 390,000; Pol iota fluorescent replication assay, 10 min
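Pol iota at 10 nM preincubated 15 min with compounds at room temperature; reaction started with fluorescent substrate, 50 nM final. Fluorescence read kinetically at 0 and 10 min; buffer-only wells as negative control.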
Pin1 inh: inhibitors of human Pin1; Q13526; Pin1 FP peptide displacement, HiFluor488, 10 min; Potency, µM (top dose mostly 115 µM), without a hit: at the highest dose activity, negative = inhibition, hits mostly inhibitors; hit rate 0.009% among 390,000; AID 504891; active means well fitted inhibition curve with a large enough effect in the polarisation, with a control signal flat, not every such curve was filed as active; inconclusive means small, poorly fitted or top-dose-only effect, or effect the other way, or a change in a side signal; inactive means no such curve, though single readings can be large or run the other way; the % refers to the polarisation; further: on the % scale 0 is the no-effect control and ±100 the full control effect
Active calls of the source: *; i = inactive; ? = inconclusive; / = not tested or not shown; [ ] = another dose, or the depositor's remark. Unless noted, the call rests on the fitted dose curve; in most records, active means well fitted curve in the direction sought with a large enough effect; inconclusive means small, poorly fitted or top-dose-only effect, or another doubt; inactive means no such curve, though single readings can be large; an effect the other way counts as inactive or inconclusive. Potency means the concentration at half of the fitted maximal effect.

canonical_smiles,HP1b binding inh,G9a inh,JMJD2A Tudor,GLS inh,BLM inh,Tb PGK inh,BAZ2B inh,Pol iota inh,Pin1 inh
Cc1nn(C)cc1S(=O)(=O)N1CCCCC1C (stereo unspecified),30%,4%,-8%,-1%,-10%,-8%,-4%,35%[activator],-12%
O=C(CCNS(=O)(=O)c1ccc2c(c1)CCCC(=O)N2)Nc1cccc(Cl)c1,-1%,-2%[59 µM],-24%,-8%,1%,-5%,5%[57.1 µM],-7%,-9%
COC(=O)c1sc(N)c(C(=O)OC)c1COC(=O)CNS(=O)(=O)c1ccc(C)c(C)c1,11%,?,-27%,-4%,-6%,-2%,-27%,-1%,57%[activator]
CCOc1ccc(N/C=C/C(=O)c2ccccc2)cc1,25%,/,-2%,4%,1%,?,4%,6%,2%
Fc1cnc(N2CCOCC2)nc1NCc1ccccc1,12%,2%[12.7 µM],-19%,-2%,-6%,i,-8%,8%,2%
CSc1ncc2c(n1)-c1ccccc1N(Cc1ccc(F)cc1)S2(=O)=O,137%[activator],4%[59 µM],8%,1%,-3%,-10%,42%[activator],0%,17%
CC1CC(C)(C)N(C(=O)CN2CCN(C)CC2)c2ccccc21 (stereo unspecified),?,/,20µM*,0%,3%,-1%,25µM*,12%,2%
COc1ccc(N2CCN(S(=O)(=O)CCNC(=O)Cc3ccc(Cl)cc3)CC2)cc1,16%[57 µM],-4%[59 µM],-4%,8%,-3%,-4%,5%,13%,-4%
COc1ccc2nc(NC(=O)C3CCCO3)sc2c1 (stereo unspecified),23%,/,-16%,-2%,1%,-2%,7%,15%,2%
CCOC(=O)C1=CNS(=O)(=O)NC1c1cccc(O)c1 (stereo unspecified),23%,/,-9%,20%,/,-4%,/,-26%,1%
Cc1ccc(NC(=O)COC(=O)Cc2cccs2)cc1S(=O)(=O)N1CCOCC1,12%,-4%[12.7 µM],-10%,-1%,-7%,i,-4%,14%,-1%
CCc1cccc(C)c1NC(=O)C(c1ccccc1)N1CCC1=O (stereo unspecified),21%,6%,-8%,-7%,-4%,-2%,3%,-9%,1%
O=C(c1cc2ncc(Br)cn2n1)N1CCCCC1,23%,5%[59 µM],-4%,0%,-6%,i,-31%,-1%,-4%
COc1ccc(CNC(=O)CCS(=O)(=O)Cc2ccc(C)cc2)c(OC)c1,22%,7%[59 µM],-8%,1%,2%,i,-22%,132%[activator],7%
O=C(COc1ccc2c(c1)CCC2)NCc1cccc(Cl)c1,63%[activator],-10%,21%,1%,-1%,-5%,52%[activator],3%,4%
O=S(=O)(CCC1CCCCN1)c1ccccc1 (stereo unspecified),19%,3%,1%,0%,-2%,-5%,0%,23%,-5%
O=C(NC(Cc1ccc2c(c1)OCO2)C(=O)NC(Cc1ccccc1)C(=O)O)c1ccccc1 (stereo unspecified),28%,?,-5%,-5%,0%,-7%,?,2%,-11%
COc1cc(/C=N/NC(=O)Cc2ccccc2)cc(OC)c1OC,24%,/,-15%,-4%,0%,-3%,8%,8%,-3%
CCN(CC(=O)Nc1ccccc1C(F)(F)F)C(=O)c1ccc(-n2nc(C)c(CCC(=O)OC)c2C)cc1,35%,/,5%,-6%,/,i,/,17%,-6%
CCOC(=O)CSc1nnc(-c2ccc(NS(=O)(=O)c3ccc(C)cc3)cc2)o1,32%,-31%[59 µM],-8%,0%,-1%,i,-6%,5%,-2%
COC(=O)COc1cccc(NC(=O)c2cccs2)c1,26%,8%[59 µM],0%,-1%,-2%,7%,8%,5%,2%
Cc1ccc(SCC(=O)OC(C)C(=O)NC2(C#N)CCCCC2)cc1 (stereo unspecified),15%,-28%,-3%,2%,/,-1%,-3%,-3%,5%
CCCCN(CC)CCNC(=O)c1cc2c(=O)[nH]c3ccccc3c2s1,-17%,-5%,-17%,-9%,-4%,i,-1%,-1%,-2%
CCC(C)(C)C1CCc2[nH]nc(C(=O)NC3CCCC3)c2C1 (stereo unspecified),46%[activator],18%[2.33 µM],-10%,5%,/,-10%,8%,-5%,0%
c1ccc2c(-c3ccncc3)c[nH]c2c1,36%,4%,-15%,27%,-11%,3%,-29%,-5%,-11%
CS(=O)(=O)N1CCCC(C(=O)NCCCN2CCC(Cc3ccccc3)CC2)C1 (stereo unspecified),12%,9%[59 µM],-15%,1%,-1%,-6%,-3%,19%,-4%
Cc1ccc(-c2nnc3c(C(F)(F)F)nc4ccccc4n23)cc1,12%,12%[59 µM],-16%,11%,1%,i,11%,14%,4%
Cc1ccc(C(=O)NCc2ccco2)cc1S(=O)(=O)N1CCOCC1,24%,-16%[59 µM],-11%,0%,4%,1%,6%,3%,3%
O=C(NCCN1CCCC1=O)C1CCC(=O)N(CCc2cccc(F)c2)C1 (stereo unspecified),15%,20%,-12%,2%,-7%,-1%,3%,28%,0%
O=C(c1ccc(Cl)cc1)c1cnc(-c2ccc(Cl)cc2)s1,8%,8%,-10%,-2%,-1%,-8%,5%,3%,-3%
O=C(Cn1cnc2ccccc21)NCCCN1CCOCC1,45%[activator],18%[12.7 µM],-1%,-2%,0%,7%,7%,29%,-10%
CCO/C(C)=C1\C(=O)N(CC)c2ccccc21,18%,50µM*,-10%,1%,3%,-6%,-4%,23%,-8%

Laid out differently: 3 of the compounds above
Results follow in this order: HP1b binding inh | G9a inh | JMJD2A Tudor | GLS inh | BLM inh | Tb PGK inh | BAZ2B inh | Pol iota inh | Pin1 inh
- O=C(c1cc2ncc(Br)cn2n1)N1CCCCC1
    23% | 5%[59 µM] | -4% | 0% | -6% | i | -31% | -1% | -4%
- Cc1ccc(NC(=O)COC(=O)Cc2cccs2)cc1S(=O)(=O)N1CCOCC1
    12% | -4%[12.7 µM] | -10% | -1% | -7% | i | -4% | 14% | -1%
- CCCCN(CC)CCNC(=O)c1cc2c(=O)[nH]c3ccccc3c2s1
    -17% | -5% | -17% | -9% | -4% | i | -1% | -1% | -2%

Next part.
canonical_smiles,HP1b binding inh,G9a inh,JMJD2A Tudor,GLS inh,BLM inh,Tb PGK inh,BAZ2B inh,Pol iota inh,Pin1 inh
COC(=O)C1=C(C(=O)OC)[C@@H]2N(C)c3ccccc3[C@@]23C[C@@H](C(=O)OC)N(C(=O)CC(C)C)C3=N1,-2%,-11%[59 µM],?,-7%,-2%[12.4 µM],-3%,?,15%,0%
COC(=O)C1=C(C)N(CCc2c[nH]c3ccc(OC)cc23)C(=O)C1,38%,?,-22%,-6%,2%,i,-29%,43%[activator],6%
CCOC(=O)C1CCN(C(=O)c2ccc(OCC(=O)Nc3cccc(C(F)(F)F)c3)c(OC)c2)CC1,3%,13%[0.501 µM],-11%,1%,/,-3%,8%,20%,-5%
CCCC(=O)Nc1ccc(Cl)c(NC(=O)c2cccnc2Cl)c1,9%,-16%[59 µM],-16%,-4%,-4%,-7%,12%,0%,1%
COc1cc(NS(=O)(=O)c2ccc(NC(=O)c3ccc(Cl)cc3Cl)cc2)nc(OC)n1,29%,-40%[59 µM],-18%,16%,-1%,-4%,1%,?,-3%
CCOc1ccc(CNC(=O)c2ccc3c(c2)c(C)c(C)n3Cc2ccccc2)cc1OC,17%,?,-32%,2%,-7%,-3%,-22%,25%,61%[activator]
CCN(CC(=O)N1CCN(Cc2ccccc2)CC1)S(=O)(=O)c1ccc(F)cc1,28%,33%,12%,-3%,-2%,-7%,-10%,5%,84%[activator]
OC[C@@H]1[C@@H](c2ccc(F)cc2)C(c2cccc(Cl)c2)=NN1c1ccccc1,295%[activator],308%[activator],165%[activator],4%,-15%[75.6 µM],-4%,/,32%,14%
Nc1ncnc2c1ncn2COC(CO)CO,4%[57 µM],/,-2%[57.1 µM],/,/,/,/,?,-5%
O=C(C1COc2ccccc2O1)N1CCc2ccccc2C1 (stereo unspecified),47%[activator],-2%[59 µM],7%,3%,-3%,1%,2%,12%,-3%
O=C(O)C1=C[C@H](C2CC2)C[C@H](OCc2ccc(CO)cc2)O1,31%,/,-1%,5%,/,1%,/,-8%,-5%
COc1cccc(C(=O)NNC(=O)c2cccnc2)c1,23%,6%[12.7 µM],-16%,-3%,-1%,-8%,5%,-5%,11%
Cn1c(=O)n(C)c2cc(N3CCOCC3)c(NC(=O)c3cccc(Cl)c3)cc21,49%[activator],10%[59 µM],?,1%,-7%,i,-25%,27%,-9%
Cc1ccccc1Nc1nc(-c2ccccc2)c(C(=O)Nc2cccnc2)s1,5%,0%,?,5%,-8%,0%,4%,15%,6%
C[C@H](NC(=O)c1nc[nH]c1C(=O)N[C@@H](CCCCN)C(=O)OC(C)(C)C)C(=O)OC(C)(C)C,34%,-44%[2.33 µM],-28%,0%,/,-3%,?,29%,-1%
COc1ccccc1CCNC(=O)c1ccc(Br)s1,43%[activator],19%,7%,-4%,-8%,-5%,4%,49%[activator],4%
CSc1sc(C(=O)O)c(C)c1C(C)=O,39%,?,-10%,0%,-3%,-11%,-32%,-5%,-9%
CC1CCN(CC(O)COc2ccc(-c3ccccc3)cc2)CC1 (stereo unspecified),32%,?,-6%,3%,-5%,2%,-7%,-21%,-1%
COc1cc2[nH]c(=S)n(Cc3ccco3)c(=O)c2cc1OC,14%,3.5µM*,-8%,3%,-11%,3%,-3%,-24%[58.9 µM],9%
COc1ccc(-c2cc(C(=O)Nc3cc(C)on3)c3ccccc3n2)c(OC)c1,33%,/,-17%,-1%,-10%,10%,-3%,17%,29%
Cc1cc(C)c(NC(=O)CNC(=O)COC(=O)Cc2cccs2)c(C)c1,4%,-2%[0.501 µM],-2%,0%,/,-12%,-4%,10%,-2%
CCn1c(SCC(=O)Nc2cc(C)on2)nnc1-c1ccco1,27%,?,0%,-3%,3%,0%,26%,14%,0%

These rows are one share of the data. The share of hits here may be higher or lower than overall.
